MLL CXXC-DNA inh: blocks binding of human MLL CXXC domain to DNA; Q03164; MLL-CXXC / FITC-HOXA9 DNA fluorescence polarization; Potency, µM (highest dose often 115 µM), inactives show at the highest dose activity change, negative = inhibition, hits mostly inhibitors; 0.037% of 290,000 active; active means well fitted inhibition curve with a large enough effect in the polarisation, with a control signal flat, not every such curve was filed as active; inconclusive means small, poorly fitted or top-dose-only effect, or effect the other way, or a change in a side signal; inactive means no such curve, though single readings can be large or run the other way; the % refers to the polarisation; further: potency means the concentration at half of the fitted maximal effect
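Purified MLL-CXXC (added from a 7 uM solution) was preincubated 5 min at ambient with pinned compounds in 50 mM Tris-HCl pH 7.5, 50 mM NaCl, 1 mM DTT, 0.05% BSA. Fluorescein-labeled HOX-A9 DNA (50 nM solution) followed, 30 min, then polarization read.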
Integrin act MD: integrin-mediated muscular dystrophy alleviation activation; alpha7betagal myoblasts, beta-gal FDG fluorescence, 48 h; Potency, µM (top dose mostly 38.3 µM), for the others: at the highest dose activation, usual class: activators; 0.064% of 350,000 active; AID 624291;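 further: potency means the concentration at half of the fitted maximal effect; 100% = response of the positive control SU9516; nearly all actives have a fitted effect of over 60% in size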
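Alpha7betagal+/- myoblasts (passage 13) were plated 16-24 hr, then exposed to compounds (1:260 dilution of DMSO stock) for 48 hours at 37C. After MPER lysis, β-galactosidase reporter activity was read as FDG fluorescence (ex 480/em 540) after 30 minutes.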
MBNL1-CUG inh: MBNL1-poly(CUG) RNA binding inhibition | Q9NR56 | TR-FRET MBNL1-His/biotin-(CUG)12 binding, 665/545 ratio | Potency, µM (top dose mostly 57.5 µM), without a hit: at the highest dose activity change, negative = inhibition, usual class: inhibitors | 0.036% of 280,000 active | AID 2675; active means well fitted inhibition curve with a large enough effect in the signal ratio, with a control signal flat, not every such curve was filed as active; inconclusive means small, poorly fitted or top-dose-only effect, or effect the other way, or a change in a side signal; inactive means no such curve, though single readings can be large or run the other way; the % refers to the signal ratio; further: potency means the concentration at half of the fitted maximal effect; on the % scale 0 is the no-effect control and ±100 the full control effect
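Compounds (final 92 nM to 58 uM) are added to His-tagged MBNL1 and biotin-(CUG)12, then terbium anti-His antibody and streptavidin-XL665 (5 nM final). After 60 min at room temperature, the 665/545 nm ratio is read.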
TSG101-PTAP inh: blocks PTAP/TSG101 interaction to inhibit HIV-1 budding; Fluorescence polarization, FITC-PTAP peptide / Tsg101 binding; Potency, µM (series often up to 115 µM), for the others: at the highest dose activity change, negative = inhibition, hits mostly inhibitors; AID 493005; 340,000 tested, under 10 active; active means well fitted inhibition curve with a large enough effect in the main read-out, with a control signal flat, not every such curve was filed as active; inconclusive means small, poorly fitted or top-dose-only effect, or effect the other way, or a change in a side signal; inactive means no such curve, though single readings can be large or run the other way; further: potency means the concentration at half of the fitted maximal effect; % of control where 0% means no effect
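FP read-out: FITC-PTAP peptide, 50 nM final, binding Tsg101 binding domain, 10 uM final; 20 min, r.t.; 10 mM HEPES pH 7.5, 0.15 M NaCl, 0.01% Tween 20, 3 mM EDTA, 0.1 mM TCEP.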
TSHR antag: blocks TSH signaling through the human TSH receptor; TSHR-expressing cells, TSH-stimulated cAMP HTRF, 2 h; hits give low values; 0.2% of 330,000 active; P16473; AID 504810; activity change, negative = inhibition, % at 11.5 µM;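 active means activity change below a set negative limit, meaning inhibition stronger than a set level, cut at about -70% in these data; inconclusive means activity change between two set negative limits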; further: on the % scale 0 is the no-effect control and ±100 the full control effect
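Antagonism was scored as loss of TSH-driven cAMP in TSHR cells, stimulated with 4nM TSH (EC80) for 2 hours at 37 deg C and detected by homogeneous HTRF competition immunoassay.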
AT treatment: potential ataxia-telangiectasia treatments restoring KAP-1 phosphorylation; AID 485349; […] A-T fibroblasts, KAP-1 phosphorylation AlphaLISA; neocarzinostatin DNA damage 30 min before lysis; Potency, µM (titrated, usually from 57.5 µM), for inactives: top-dose activation, hits mostly activators; 0.19% of 320,000 active; further: potency means the concentration at half of the fitted maximal effect; % of control where 0% means no effect; nearly all actives have a fitted effect of over 45% in size
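ATM-like activity read as KAP-1 phosphorylation via AlphaLISA donor/acceptor antibody pairs after lysis and 6 hr at 25C. Cells were ATM-null patient fibroblasts ([…], hTERT), dosed 60 min, then exposed to the DSB inducer NCS for 30 min.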
TCR activator: activates T cell receptor signaling | 330,000 tested, under 10 active | Potency, µM (top dose mostly 9.22 µM), for the others: top-dose activation of IL-2 secretion, most hits filed as activators | primary human leukocytes, anti-CD3, IL-2 HTRF, 48 h; further: % of control where 0% means no effect
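Using a-CD3 beads without co-stimulation, primary human leukocytes were exposed to compounds for 48 hr. An HTRF IL-2 kit measured the cytokine, with europium-to-d2 energy transfer producing emission at 665nm upon 320nm excitation.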
Mito fusion yeast: blocks mitochondrial division or promotes mitochondrial fusion | 0.23% of 320,000 active | AID 485298 | S. cerevisiae fusion-defective mutant growth rescue, CellTiterGlo 48 h | Potency, µM (series often up to 46.1 µM), inactives show at the highest dose growth rescue (activation), usual class: activators;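 further: potency means the concentration at half of the fitted maximal effect; % of control where 0% means no effect; nearly all actives have a fitted effect of over 45% in size; temperature-sensitive fusion mutants such as fzo1-1 at 37 °C on non-fermentable ethanol glycerol medium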
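Luminescent cell viability in 1536-well qHTS format served as the measure of rescued growth in ts fusion-mutant S. cerevisiae cultured on non-fermentable YPEG for 48 hours at 37C.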
Menin MLL FP TR: menin-MLL binding inhibition, Texas Red mutant peptide | 0.23% of 270,000 active | AID 1768 | Menin + Texas Red MLL mutant peptide, fluorescence polarization | Potency, µM (titrated, usually from 61.6 µM), without a hit: top-dose FP activity change, negative = inhibition, actives largely listed as inhibitors; active means well fitted inhibition curve with a large enough effect in the polarisation, with a control signal flat, not every such curve was filed as active; inconclusive means small, poorly fitted or top-dose-only effect, or effect the other way, or a change in a side signal; inactive means no such curve, though single readings can be large or run the other way; the % refers to the polarisation; further: potency means the concentration at half of the fitted maximal effect; % of control where 0% means no effect; many of its hits are not listed in these tables
S-ASM inh: human S-ASM enzyme inhibition; P17405; placental ASM, HMU-PC fluorogenic substrate, 60 min; Potency, µM (series often up to 57.5 µM), for the others: top-dose activity change, negative = inhibition, usual class: inhibitors; 0.006% of 340,000 active; further: potency means the concentration at half of the fitted maximal effect
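Human placenta-derived ASM enzyme was preincubated with compound for 10 minutes at room temperature, then given fluorogenic substrate HMU-PC0 (9 uM final) for 60 minutes at 37 °C; a pH 10 stop preceded fluorescence reading at Ex 386/Em 447 nm.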
Active calls of the source: *; u = inconclusive; x = not tested or not shown; [ ] = remark or other dose. Unless noted, the call rests on the fitted dose curve; in most records, active means well fitted curve in the direction sought with a large enough effect; inconclusive means small, poorly fitted or top-dose-only effect, or another doubt; inactive means no such curve, though single readings can be large; an effect the other way counts as inactive or inconclusive. A portion of the library, so the mix of outcomes need not match the whole.

SMILES	MLL CXXC-DNA inh	Integrin act MD	MBNL1-CUG inh	TSG101-PTAP inh	TSHR antag	AT treatment	TCR activator	Mito fusion yeast	Menin MLL FP TR	S-ASM inh
COc1ccc(N(CC(=O)Nc2cc(OC)ccc2OC)S(=O)(=O)c2c(C)noc2C)cc1	8%	13%	6%	3%	-20	-1%	5%	6%	x	2%
O=C(CN1C(=O)CSC1=O)Nc1ccc(C(=O)O)cc1	-7%	-11%	-9%	-1%	6	-17%	-3%	0%	11%	4%
CCCCn1c(N)c(Sc2ccc([N+](=O)[O-])cc2)c(=O)[nH]c1=O	-2%	u	u	-4%	-7	-5%	-3%	-7%	8%	2%
COc1ccc(COn2nnc3ccc(S(=O)(=O)N4CCOCC4)cc32)cc1F	x	3%	x	-2%	-5	6%	-2%	5%	x	4%
CN(C(=O)c1ccccc1Br)C1CCS(=O)(=O)C1 (stereo not drawn)	x	0%	x	2%	0	2%	-4%	-7%	x	0%
COc1ccccc1NS(=O)(=O)c1cc(NC(=S)Nc2cc(C)cc(C)c2)ccc1Cl	-7%	-35%	-14%	1%	20	-3%	5%[46.1 µM]	9%	u	-4%
CC(=O)NC1(C(F)(F)F)C(=O)Nc2c1c(=O)[nH]c(=O)n2Cc1ccco1 (stereo not drawn)	-2%	17%	-3%	1%	x	x	-4%	-3%	10%	2%
CC(C)=Cc1c(O)nc2ccccn2c1=O	11%	4%	25%	-1%	3	-1%	-108%	-1%	-16%	8%
CC(=O)c1ccc(N2CCN(S(=O)(=O)c3cn(C)cn3)CC2)cc1	-7%	u	3%	-7%	12	10%	2%	-3%	12%	1%
C=CCC(C)(NCc1ccccc1)c1ccco1 (stereo not drawn)	-5%	-11%	-7%	0%	16	2%	-1%	-2%	20%	0%
COc1ccccc1Nc1ncccc1C(=O)NCc1ccccc1	0%	-19%	-1%	-2%	53	2%	-3%	-2%	11%	0%
Cc1cccc(C(=O)OC2CCOC2=O)c1C (stereo not drawn)	5%	6%	1%	-3%	-7	-1%	2%	-3%	-3%	1%
CCN(CC)c1ccc(/C=N/NC(=O)c2cccc(S(=O)(=O)N3CCOCC3)c2)cc1	1%	-29%	17%	-9%	-9	-8%	-2%[46.1 µM]	10%	14%	2%
COc1ccc(C2/C=C\CN(C(=O)c3ccccc3)CC(=O)N2Cc2ccc(F)cc2)cc1 (stereo not drawn)	-6%	12%	-2%	-4%	4	-1%	8%	22%	u	-3%
Cc1ccc(C)c(OCCCN2CCc3ccccc3C2)c1	1%	0%	-1%	-1%	-7	41%	-7%	-7%	u	-1%
CCOc1cc(/C=C(\C#N)c2nc3ccccc3[nH]2)ccc1OC(C)C(=O)O (stereo not drawn)	-18%	u	u	0%	-9	-17%	3%	9%	-20%	29%
O=c1oc2c(CN3CCCCC3)c(O)ccc2cc1-c1nc2ccccc2[nH]1	u	21%	u	u	-14	33%	3%	2%	u	197%[activator]
CCN(CC)S(=O)(=O)c1ccc2c(c1)c(=O)c(C(=O)N1CCN(c3ccccn3)CC1)cn2C	-4%	-25%	-1%	-3%	14	u	8%	12%	-10%	3%
Cc1cccc(C)c1OCc1cc(C(=O)NCC2CCCCC2)no1	1%	-7%	-1%	-1%	-13	14%	-4%	-1%	x	-2%
CCn1cc(/C=C(\NC(=O)c2ccccc2Cl)C(=O)N2CCOCC2)c2ccccc21	8%	u	12%	-5%	-25	3%	7%	12%	-17%	-2%
CCc1noc(C)c1C(=O)NNC(=O)c1cc(OC)c(OC)c(OC)c1	x	2%	x	-3%	5	1%	10%	-2%	x	5%
CCOCCCN1C(=O)C2C(C(=O)Nc3ccc(OCC)cc3)C3C=CC2(O3)C1C(=O)NC1CCCCC1 (stereo not drawn)	-8%	34%	1%	0%	3	-6%	-1%	-6%	-14%	4%
Cc1c(C(=O)O)cccc1N1C(=O)Nc2ccccc2N1O	11%	-4%	x	-1%	5	-3%	-2%	-7%	7%	0%
OCCC1CN(Cc2cccc3nccnc23)CCN1C1CCCC1 (stereo not drawn)	9%	-18%	-1%	-3%	4	-1%	4%	5%	-15%	3%
Cc1cccc(NC(=O)Cn2c(=O)n(CCC(=O)NC3CCCC3)c(=O)c3ccccc32)c1	67%[activator]	15%	1%	0%	-1	-4%	-3%	-5%	x	0%
O=C(COC(=O)Cc1ccc(-c2ccccc2)cc1)NCc1ccc(F)cc1	0%	-9%	9%	-6%	-9	6%	3%[46.1 µM]	-1%	-25%	5%
CCOc1cc(N2CCOCC2)c(OCC)cc1NC(=O)c1cnccn1	x	-10%	x	-2%	-9	-4%	0%[46.1 µM]	x	x	-7%
CCOC(=O)/C(C#N)=C/c1cn(CCOc2ccccc2)c2ccccc12	7%	-8%	-2%	-4%	-11	3%	2%[46.1 µM]	9%	2%	13%
COC(=O)Nc1ccc2c(c1)N(C(=O)CCCl)c1ccccc1S2	3%	-28%	-7%	1%	-8	30%	0%	-4%	25%	-8%
CCS(=O)(=O)c1ccc(O)c(NC(=O)c2cc(OC)c(OC)c(OC)c2)c1	6%	19%	6%	-4%	4	5%	-1%	-2%	5%	0%
COC(=O)c1c(C)[nH]c(C(C)=O)c1C	4%	21%	-8%	-6%	0	4%	23%	0%	-7%	-1%
O=C(N/N=C/c1c[nH]c2ccc(Br)cc12)c1ccc2c(c1)OCO2	8%	-24%	-14%	0%	-8	0%	x	-7%	u	-10%
Cc1nnc(NC(=O)CSc2nnc(Cc3ccccc3)n2-c2ccccc2)s1	1%	-3%	5%	0%	x	x	6%	3%	-29%	2%
COc1cccc(CNC(=O)Cc2csc(NC(=O)Nc3ccccc3OC)n2)c1	x	-10%	x	2%	-14	6%	-3%	1%	x	x
Cc1ccc(-c2nc(C)sc2CC(=O)OCC(=O)Nc2ccc(F)c(Cl)c2)cc1	x	0%	x	-1%	x	x	0%	x	x	-8%
COc1ccc2[nH]c3nc(SCC(=O)NC4CC4)nnc3c2c1	1%	21%	u	-6%	14	-4%	5%	3%	-27%	-5%
CCOC(=O)CCc1c(C)n(CC)c2cc(-c3ccccc3OC)nn2c1=O	3%	29%	-3%	-6%	-10	1%	-3%	-1%	-3%	5%
CC12CCC(C1)C(C)(C)C2NS(=O)(=O)c1ccc(F)cc1 (stereo not drawn)	x	9%	x	-7%	-2	2%	58%	9%	x	-7%
COc1cc(OC)cc(C(=O)NCc2cccnc2)c1	-1%	-13%	-8%	-11%	2	1%	4%	-4%	14%	2%
CC(C)CC(=O)NC(=S)N1CCN(c2ccc([N+](=O)[O-])cc2Cl)CC1	9%	-25%	u	-2%	-9	-3%	1%[46.1 µM]	-4%	-11%	-9%
O=C(NCC(c1ccccc1Cl)N1CCCC1)c1ccc(N2CCCC2=O)cc1 (stereo not drawn)	x	29%	x	-7%	14	10%	6%	-9%	x	-3%
CCC(=O)N(Cc1cc2ccccc2[nH]c1=O)C(C)C	0%	-2%	4%	-1%	2	-2%	-2%	-4%	28%	-1%
CCOc1ccccc1CNS(=O)(=O)c1ccc2c(c1)oc(=O)n2C	0%	-7%	-4%	-1%	-6	8%	-3%	-1%	-2%	2%
COc1cc(OC)cc(-c2c(-c3ccc(F)cc3)c3cc(-c4ccc(SC)cc4)ccc3n2C)c1	x	-5%	x	5%	18	1%	6%	x	x	32%
O=C(NC1CCN(C(=O)Nc2ccccc2)CC1)C1CCCCC1	3%	4%	4%	-2%	-3	4%	-10%	-3%	1%	6%
CCN(CC)CCN(Cc1cc2ccc(C)cc2[nH]c1=O)C(=S)Nc1ccccc1C(=O)OC	0%	-53%[inhibitor]	-4%	0%	53	0%	9%	9%	-2%	-2%
Oc1ccccc1/C=N/Nc1cc(N2CCCC2)nc(N2CCCC2)n1	21%	0%	x	4%	-5	3%	3%	-1%	-2%	-2%
Cn1c(SCC(=O)Nc2ccc(F)cc2F)nnc1-c1cccnc1	-5%	4%	8%	1%	6	12%	0%	-2%	-6%	0%
CCOc1cc(/C=C2\SC(=O)N=C2N)ccc1O	38%[activator]	-13%	15%	0%	-4	-1%	13%[46.1 µM]	-2%	12%	-7%
